High-throughput results as filed in PubChem.
Dynein cargo inh: dynein cargo transport inhibition. 3617.4 mouse cells, GR-EGFP nuclear translocation imaging; test concentration mostly 20 µM; stimulated with dexamethasone, 1 µM; active compounds read low. z-score, hits read low. 0.47% of 220,000 active;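 active = plate z-score of nuclear minus cytoplasmic receptor signal below a set negative limit, without overly bright fluorescence or cell loss, cut at about -3.5 in these data, passing the limit was not always enough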;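 also: z-score of nuclear minus cytoplasmic ring GR-EGFP intensity difference per well; some compounds called inactive have numbers as strong as hits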
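Buffer or medium: tet-free, stripped-serum medium; reagent: dexamethasone at 1.0 µM final, 30 min; incubation: 48 h induction, 1 h compound, 30 min dex at 37 °C; measured by: formaldehyde fixation, Hoechst nuclear stain, 10x automated fluorescence imaging; read-out: nuclear-to-cytoplasmic GR-EGFP distribution per well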
Ins promoter up: MIN6 insulin promoter up-regulation | 0.3% of 190,000 active | MIN6 insulin promoter-GFP reporter, high-content imaging; active compounds read high | z-score at 5 µM;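 active = z-score above 3 at 5 µM with at least 500 cells counted in the well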
HIV fusion peptide: inhibitors of HIV fusion peptide binding, primary screen, biochemical, uHTS, fluorescence dequenching (AID 1986); cell-free peptide binding, fluorescence dequenching, 30 min; higher % means a stronger effect; one-dose inhibition, % at 20 µM; IC50 in µM for titrated hits; 0.3% of 290,000 active; in the data active = inhibition mostly above about 52%, no sharp cut-off; inactive = mostly below about 76%; also: some results filed as inactive read as strong as hits
bCat nuc transl: alters nuclear translocation of beta-catenin in HeLa cells | immunofluorescence imaging | AID 1665 | 0.3% of 190,000 active | nuclear translocation activity, % at 5 µM;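 active = nuclear translocation activity above 50% at 5 µM, with a well cell count of 50 or more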;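 also: per-cell ratio of nuclear to cytoplasmic median beta-catenin stain intensity; plate controls were DMSO negative control for no effect and GSK-3 inhibitor IX positive control for full effect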
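Technique: fluorescence imaging of beta-catenin antibody stain plus DAPI / Material: human HeLa cell line / Incubation: compound treatment 24 h, 37°C, 5% CO2 / Read-out basis: % activation of per-cell nuclear versus cytoplasmic median beta-catenin signal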
AID2073: inhibitors of Mint1-CaV2.2 protein interaction, biochemical, HTRF (AID 2073). HTRF protein-protein interaction, Mint1-CaV2.2; higher % means a stronger effect. 0.19% of 290,000 active. inhibition, % at 20 µM; hits with a dose series show IC50 in µM; in the data active = inhibition mostly above about 51%, no sharp cut-off; also: some results filed as inactive read as strong as hits
Autophagy mod: alters autophagy in cells; MEF GFP-LC3 puncta imaging; test concentration mostly 10 µM; calls only at 10 µM (by protocol); 0.98% of 190,000 active;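 active = percentage of spot-positive cells more than 3 SD above its plate mean, without a fluorescence outlier flag or 80% toxicity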;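 also: spot-positive cell cutoff set from DMSO-treated cells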
MT stabilize HCS: microtubule stabilization, imaging screen | AID 2205 | HeLa tubulin immunostaining HCS, 24 h; share of cells brighter than vehicle mean+2SD | 0.83% of 200,000 active | % tubulin-high responders, % at 10 µM;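 active = plate Z-score above 3 for both tubulin-high and condensed-nucleus cell shares, with cell loss under 80%, at 10 µM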;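 also: anti alpha tubulin signal scored within the nucleus-defined area of each cell; some results filed as inactive read as strong as hits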
WT yeast gro inh: growth inhibition of WT yeast, mitochondrial fusion screen; inhibition, % at 10 µM; AID 1362; 2.1% of 190,000 active; mitochondrial fusion phenotypic screen, WT strain; in the data active = inhibition above about 58%; tested in S. cerevisiae
Yfh1-depleted yeast: enhancers of respiration in Yfh1-depleted yeast, dose response, Friedreich's ataxia, plus single-dose screen (AID 1465). S. cerevisiae Yfh1-off respiration, WST-1 reduction, 72 h; higher fold induction means a stronger effect. one-dose fold induction at 50 µM; EC50 in µM for titrated hits. 0.074% of 220,000 active;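 active = fold induction of absorbance versus untreated yeast above a set limit, then at least 30% activation at any dose in follow-up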;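 also: activators that raise dye reduction in frataxin-depleted yeast; strong numbers were not always called active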
WT yeast gro inh mutant strain: also measured in WT yeast gro inh; calls as there; inhibition, %; mitochondrial fusion phenotypic screen, mutant strain inhibition
Dynein cargo inh cytoplasmic EGFP: also measured in Dynein cargo inh; calls as there; z-score; measured here: cytoplasmic GR-EGFP intensity; active compounds read high
Dynein cargo inh nuclear GR-EGFP: also measured in Dynein cargo inh; calls as there; z-score; measured here: nuclear GR-EGFP intensity;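 lower value marks the stronger effect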
Dynein cargo inh cell count: recorded beside Dynein cargo inh, whose call it bears; z-score; measured here: cell count per field
Ins promoter up cell count: further read-out of Ins promoter up, marked with its call; cell count; measured here: cytotoxicity, nuclei count;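 total cells summed across four imaged fields per well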
bCat nuc transl cell count 5 µM: recorded beside bCat nuc transl, whose call it bears; cell count; measured here: cell count, cytotoxicity flag
MT stabilize HCS Hoechst-high %: also measured in MT stabilize HCS; calls as there; % Hoechst-high responders; measured here: nuclear condensation Hoechst responders;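 share of cells brighter than vehicle mean plus two SD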
MT stabilize HCS cytotoxicity %: second read-out of MT stabilize HCS, no call of its own (marks repeat the call); toxicity, %; measured here: cytotoxicity by cell density;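 0% = mean cell density of plate MIN control wells and 100% = no cells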
Autophagy mod cell loss 18 h: recorded beside Autophagy mod, whose call it bears; toxicity, %; measured here: cell loss, nuclei count;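 cell loss after 18 h compound exposure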
* hit, by the source's call; i = inactive; . = no result given. Compounds as they come, and some 4.2% of all compounds hit somewhere here.

SMILES	Dynein cargo inh	Dynein cargo inh cytoplasmic EGFP	Dynein cargo inh nuclear GR-EGFP	Dynein cargo inh cell count	Ins promoter up	Ins promoter up cell count	HIV fusion peptide	bCat nuc transl	bCat nuc transl cell count 5 µM	AID2073	Autophagy mod	Autophagy mod cell loss 18 h	MT stabilize HCS	MT stabilize HCS Hoechst-high %	MT stabilize HCS cytotoxicity %	WT yeast gro inh	WT yeast gro inh mutant strain	Yfh1-depleted yeast
CC12CCC3(CO)COC(c4ccccc4O1)C2C3 (stereo not drawn)	-0.17	-0.28	0.56	0.41	-0.05	1094	-0.9%	1.5	1089	-9%	i	0	3.4	2.1	5.5	-2	-9	i
CCO/C=C1/C(=O)N(c2ccccc2OC)C(=O)c2ccccc21	1.4	0.016	1.2	-2.1	-0.71	1248	-2.7%	-0.7	1108	8%	i	9	4.0	1.7	0.6	8	-4	i
COC(=O)c1ccccc1Oc1nc(Cl)cc(OC)n1	-1.1	0.018	-0.21	0.42	0.12	1207	-0.9%	-0.3	501	3%	i	6	2.6	3.7	5.0	-14	7	i
CCOC(=O)C1(Cc2cccc(OC)c2)CCN(Cc2cnc(N)nc2)CC1	-1.2	-0.26	-0.48	0.5	1.4	1489	0.9%	2.9	1124	-3%	i	7	4.0	1.5	6.5	2	7	i
COc1ccc(CCNC(=S)Nc2cccc3ccccc23)cc1	-1	-0.23	-0.47	1.6	-0.32	1330	-0.1%	.	.	-11%	i	12	4.6	1.1	8.4	68*	35*	i
CCOC(=O)c1cnn(-c2nc(-c3ccccc3)cs2)c1C(F)(F)F	0.59	-0.23	0.57	-0.33	-0.38	1505	0.9%	-0.7	1405	10%	i	1	1.6	1.3	3.5	22	7	i
CC(C)(C)c1cc(C(c2cccnc2)N2CCN(CCO)CC2)cc(C(C)(C)C)c1O (stereo not drawn)	-3	4.2	-1	-2.8	-3.8	506	-2.1%	.	.	35%	i	90	3.9	2.1	9.6	72*	46*	i
COc1ccc(CC(=O)Nc2ccc(N3CCOCC3)cc2)cc1OC	0.75	-0.24	0.35	0.012	0.54	1391	-1.3%	-3.2	1192	-4%	.	.	.	.	.	.	.	i
C1CSC2(N1)C1CC3CC(C1)CC2C3 (stereo not drawn)	-0.25	-0.19	-0.12	0.47	1.5	1632	1.0%	-4.1	854	-7%	i	9	1.0	1.1	3.2	22	9	i
O=C(Nc1ccccc1Br)C1CCC(=O)N1Cc1ccccc1Cl (stereo not drawn)	.	.	.	.	0.48	1886	-1.1%	-1.4	1077	-1%	i	-1	1.6	1.1	7.8	2	-6	i
O=C(NCCOc1ccc(Cl)cc1)C1CCCCC1	-0.61	-0.31	-0.065	0.78	-0.2	1351	-1.7%	-1.5	1127	-6%	i	9	8.1	2.1	6.3	-13	22	i
Cc1nn(-c2ccc(Cl)cc2)c(Cl)c1/C=C(\C#N)C(N)=O	-0.7	-0.18	-0.39	-0.028	0.56	1422	-3.2%	0.4	1094	8%	i	-4	4.1	2.4	4.6	-7	-6	i
O=C(N/N=C\c1cn(-c2ccccc2)nc1-c1ccccc1)c1ccc2c(c1)OCO2	-0.37	-0.094	-0.27	-0.12	-0.41	1469	-1.2%	0.4	1410	8%	i	4	2.5	2.4	6.2	6	23	i
S=C(c1ccccc1)N1CCCc2ccccc21	-0.11	-0.2	0.092	0.66	-0.37	973	-3.0%	-1.0	465	-16%	i	-5	2.2	1.3	5.8	4	-8	i
O=C(NCC1CCOCC1)c1ccc(OC2CCN(Cc3ccccn3)CC2)cc1	0.098	-0.049	0.14	-1.6	.	.	0.9%	-1.6	986	-2%	i	16	2.3	2.0	1.2	-8	-10	i
Cc1ccc(NC2CC(C)NC(=S)N2)cc1 (stereo not drawn)	-0.47	-0.24	-0.12	0.5	-0.79	1094	-1.0%	-1.2	1342	8%	.	.	.	.	.	.	.	i
CC1(C)CNC(=O)c2sc(N3CCCCC3)nc2C1	0.32	-0.2	0.31	-0.42	-0.32	1352	-2.5%	-0.7	1201	-3%	i	8	1.9	1.9	11	16	23	i
Cc1ncc(CO)c2cc(S(=O)(=O)c3ccc(F)cc3)c(=O)oc12	0.38	-0.13	0.37	0.56	2.3	1134	-0.6%	0.8	1025	12%	i	0	3.7	2.3	6.9	12	13	i
COc1ccc(Cn2c(S(=O)(=O)CC(N)=O)nc3ccccc32)cc1[N+](=O)[O-]	-0.38	-0.21	-0.086	-0.69	2.5	1421	-1.2%	0.4	1070	-4%	i	-32	1.7	2.1	1.3	0	1	i
O=C(CCC1CCCN(C(=O)c2ccoc2)C1)NCc1ccc(F)c(F)c1 (stereo not drawn)	-0.29	-0.25	0.31	0.5	0.05	1439	-0.3%	-0.1	1489	-2%	i	9	2.5	1.2	3.2	-5	-13	i
CSc1ccc(S(=O)(=O)Nc2ccc(NC(C)=O)cc2)cc1	-0.32	-0.25	0.0057	0.38	-0.72	1282	0.6%	1.3	1132	1%	i	-5	3.1	2.6	6.7	-4	-33	i
CC1=CS(=O)(=O)CC1SC(=S)N(C)C1CCS(=O)(=O)C1 (stereo not drawn)	0.27	-0.34	-0.048	0.42	0.28	1285	2.5%	-0.2	1130	-6%	i	-2	6.8	1.0	4.8	6	2	i
CO/N=C/NC(=O)c1c(OC)ccnc1Oc1ccc(F)cc1	0.041	-0.21	-0.28	0.54	0.57	1421	-0.5%	1.0	1387	3%	i	-20	3.3	1.2	8.4	-16	-13	i
Nc1nc2nccc(-c3cccnc3)n2n1	-0.078	-0.27	0.013	0.32	-0.49	1315	-0.7%	2.5	1032	14%	i	-2	3.0	2.7	5.7	-6	24	i
Cc1ccc(C(c2nnnn2CS(=O)(=O)c2ccc(C)cc2)N2CCN(c3ncccn3)CC2)cc1 (stereo not drawn)	-0.33	-0.25	-0.22	-0.13	-0.72	1053	2.8%	-2.1	1233	17%	i	3	3.9	2.4	7.0	3	11	i
O=C(CNC(=O)c1cccs1)NCC(=O)OCc1ccccc1Br	-0.12	-0.25	0.14	0.11	-0.42	1617	0.1%	-1.7	1035	5%	i	-36	1.6	1.4	9.5	-10	-1	i
CCOC(=O)c1sc(=S)n(CC)c1NC(=O)CC	2.5	0.16	1.2	-1.3	.	.	-1.6%	-2.0	1180	3%	i	9	1.8	1.8	6.8	16	30	i
CCCCN(C)CCC(=O)Nc1ccc(Cl)cc1	-0.25	-0.26	-0.46	0.47	-0.72	1336	1.5%	.	.	-2%	i	3	1.7	4.4	5.1	8	11	i
CC(=O)N1CCN(C(=O)CCc2c[nH]c3ccccc23)CC1	-0.079	-0.22	-0.024	0.17	0.49	1112	0.8%	-5.0	837	-1%	i	0	2.4	2.6	8.0	-8	-5	.
CCOC(=O)N1CCN(C(=O)c2cccn3c(=O)c4cc(Br)ccc4nc23)CC1	-1.1	-0.3	-0.5	0.75	-1.5	1329	-0.9%	-0.8	1143	33%	i	-4	3.2	1.5	8.9	0	4	i

Single entries from the results shown:
bCat nuc transl cell count 5 µM, `O=C(NCCOc1ccc(Cl)cc1)C1CCCCC1` → 1127
Autophagy mod cell loss 18 h, `Cc1ncc(CO)c2cc(S(=O)(=O)c3ccc(F)cc3)c(=O)oc12` → 0
HIV fusion peptide, `O=C(CNC(=O)c1cccs1)NCC(=O)OCc1ccccc1Br` → 0.1%

Continued:
SMILES	Dynein cargo inh	Dynein cargo inh cytoplasmic EGFP	Dynein cargo inh nuclear GR-EGFP	Dynein cargo inh cell count	Ins promoter up	Ins promoter up cell count	HIV fusion peptide	bCat nuc transl	bCat nuc transl cell count 5 µM	AID2073	Autophagy mod	Autophagy mod cell loss 18 h	MT stabilize HCS	MT stabilize HCS Hoechst-high %	MT stabilize HCS cytotoxicity %	WT yeast gro inh	WT yeast gro inh mutant strain	Yfh1-depleted yeast
CCOC(=O)c1c(N)sc2c1CCC(CC)C2 (stereo not drawn)	-0.88	-0.19	-0.53	-0.47	-0.09	915	-2.9%	-2.5	1231	-10%	i	-2	2.3	2.4	7.7	8	14	i
COc1ccc(CC(=O)NCc2nnc(SCC(=O)Nc3ccc(OC)cc3)n2C)cc1	0.1	-0.31	0.11	0.13	0.83	1581	0.8%	-6.8	1063	6%	i	11	2.6	2.1	0.9	5	5	i
CCOC(=O)c1[nH]c(=O)[nH]c1CSc1nc(C)cc(C)n1	0.17	-0.35	-0.36	0.63	-0.47	810	-1.5%	-1.9	1080	-56%	i	5	3.2	2.4	10.0	2	0	i
Cc1c(NS(=O)(=O)c2ccc3c(c2)OCCO3)cccc1-c1nc2cccnc2s1	-0.5	-0.22	-0.2	0.39	1.6	1962	1.3%	0.4	1098	12%	i	8	2.5	3.7	6.2	26	28	i
CC(=O)Nc1ccc(S(=O)(=O)N2CCN(c3cccc(C)c3C)CC2)cc1	-0.52	-0.21	-0.22	0.26	0.65	759	-0.5%	5.0	1191	-2%	i	8	14*	37*	31*	23	16	i
COc1ccc(C2C(C#N)=C(/N=C/N3CCN(C)CC3)OC3=C2C(=O)CC(C)(C)C3)cc1OC (stereo not drawn)	-0.29	-0.18	-0.14	0.26	-0.07	1078	-0.2%	-1.8	1172	18%	i	-1	1.4	1.9	4.1	-9	-5	i
O=C(CSc1ncc(C(F)(F)F)cc1Cl)N1CCN(S(=O)(=O)c2ccc(Cl)cc2)CC1	1.7	0.061	1.5	-1.7	0.1	813	-4.1%	-0.9	1124	-2%	i	-4	1.3	1.7	9.1	28	3	.
COC(=O)c1c(N)n(-c2ccc(NC(C)=O)cc2)c2nc3ccccc3nc12	0.99	-0.19	0.66	0.12	1.6	684	2.7%	-2.5	1100	14%	i	0	1.1	1.9	4.2	-1	-6	i
